# Compound activity deposited in PubChem BioAssay by Southern Research Specialized Biocontainment Screening Center.
# M. tuberculosis – growth inhibition of non-replicating M. tuberculosis (AID 488890) | Mycobacterium tuberculosis non-replicating, growth inhibition; higher % means a stronger effect | hit rate 0.39% among 320,000 | inhibition, % at 25 µM; hits with a dose series show IC50 in µM; in the data active means a potency from the dose series; inconclusive means inhibition mostly from about 82% at the one dose, without a potency; inactive means the rest, 99 in 100 with inhibition below about 76%;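 further: plate controls were DMSO cells for no effect and high antibiotic wells for full effect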
# influenza NS1A – H1N1 influenza NS1A inhibitors, functional cell based assay (AID 504329) | one-dose inhibition, % at 12.5 µM; IC50 in µM for titrated hits | hit rate 0.3% among 340,000 | NS1A functional cell-based assay, percent inhibition; higher % means a stronger effect; in the data active means a potency from the dose series; inconclusive means inhibition above about 27% without an active follow-up result; further: strong numbers were not always called active
# PhoP GFP inhibition – PhoP regulon inhibitors, Salmonella typhi PhoP promoter GFP reporter, confirmatory (AID 1850); one-dose inhibition, % at 50 µM; IC50 in µM for titrated hits; Salmonella Typhi PhoP-promoter GFP reporter, fluorescence, 4 h; higher % means a stronger effect; hit rate 0.33% among 310,000; in the data active means a potency from the dose series; inconclusive means inhibition mostly from about 25% at the one dose, without a potency; inactive means the rest, 99 in 100 with inhibition below about 19%;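 further: 0% = induced wells with vehicle and 100% = uninduced wells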
# inhibitors of VEEV – inhibitors of VEEV TC-83 cytopathic effect, confirmation, Vero cells (AID 588727) | Vero cells, VEEV TC-83 cytopathic effect inhibition; higher % means a stronger effect | inhibition, % at 20 µM; hits with a dose series show IC50 in µM | hit rate 0.13% among 350,000; in the data active means a potency from the dose series; inconclusive means inhibition mostly from about 14% at the one dose, without a potency; inactive means the rest, 99 in 100 with inhibition below about 12%; further: strong numbers were not always called active
# H37Rv inhibition – M. tuberculosis growth inhibition, HTS (AID 449762); M. tuberculosis H37Rv growth inhibition, 7H9 media; higher % means a stronger effect; inhibition, % at 25 µM, or IC50 in µM where a hit was titrated; hit rate 0.59% among 330,000; in the data active means a potency from the dose series; inconclusive means inhibition above about 70% without an active follow-up result;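 further: bacterial growth assessed after seven days of incubation; strong numbers were not always called active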
# inhibitors of VEEV 10K pilot screen – recorded beside inhibitors of VEEV, whose call it bears; inhibition, %; measured here: 10K pilot screen inhibition
# * hit, by the source's call; i = inactive; ? = inconclusive; / = no result given. Rows were taken by chance. Share with any hit: about 1.5%.
SMILES,M. tuberculosis,influenza NS1A,PhoP GFP inhibition,inhibitors of VEEV,H37Rv inhibition,others
COc1ccc(-c2cc3ccccc3n2CC(O)Cn2nc(C)cc2C)cc1 (centres undefined),34%,9%,-2%,5.6%,4%,
CC/C(=N\NC(=O)CNC(=O)/C=C/c1ccco1)c1ccccc1,-7%,14%,-7%,5.0%,-2%,
COc1ccc(CNn2c(-c3cccs3)nc3ccccc3c2=O)cc1OC,10%,5%,5%,9.9%,?,
C[C@H](O)[C@@H]1C(=O)N2CCc3ccc(-c4cccc(F)c4)cc3[C@@H]2C[C@@H]1N(C)C(=O)C(C)(C)C,/,-1%,/,0.9%,/,
COc1ccc(C(=O)CSc2nc(C(C)(C)C)nc3ccccc23)cc1,27%,-12%,6%,5.0%,7%,
O=C(COc1ccc(Cl)cc1Cl)N1CCN(c2ccccn2)CC1,41%,9%,14%,1.5%,4%,
CC1CCC(N2CCN(S(=O)(=O)Cc3ccccc3)CC2)CC1 (centres undefined),-2%,-1%,11%,1.7%,1%,
CCC1CCCCN1C(=O)CSc1n[nH]c(N)n1 (centres undefined),2%,-4%,/,1.9%,-2%,
OCC[C@@H]1C[C@H](O)[C@@H](O)[C@]2(CCc3ccccc3CO2)O1,1%,-15%,1%,i,3%,
COc1ccc(CCNC(=O)Cn2cccc2C(=O)c2ccccc2)cc1OC,0%,17%,-1%,i,-5%,
O=C1CCCC/C1=C\Nc1ccc(C(=O)O)c(O)c1,?,0%,1%,i,?,
Cc1ccc(Sc2ccc(CN3CCCCC3)cc2[N+](=O)[O-])cc1,75%,14%,5%,i,27%,
COc1cc(-c2nc(Cc3c(F)cccc3Cl)no2)cc(OC)c1OC,0%,3%,-13%,1.8%,-6%,
CCC(C)COC(c1ccccc1)(c1ccccc1)C(Oc1nc(C)cc(C)n1)C(=O)O (centres undefined),22%,2%,-5%,6.1%,2%,
Cc1ccc(NC(=O)CCC(=O)c2cccs2)cc1,8%,1%,-1%,0.1%,13%,
O=C(c1cc2ccccc2[nH]1)N1O[C@@H]2C=C[C@H]1C2,/,-6%,/,0.5%,/,
CCOC(=O)c1cc(NC(=O)N2CCCCC2)c(C)nc1C,-18%,7%,6%,0.2%,-8%,
COc1cc(/C=C2\SC(=S)N(C(C(=O)O)c3ccccc3)C2=O)cc(OC)c1OC (centres undefined),29%,3%,3%,2.8%,-2%,
CCOc1ccc(OCCC(=O)OCC(=O)Nc2cc(S(=O)(=O)N3CCOCC3)ccc2OC)cc1,/,-6%,/,2.1%,/,
O=C(NCC1CCCCC1)C1CCCN(C(=O)NC2CCCCC2)C1 (centres undefined),12%,4%,18%,i,1%,
CC(C)CC(=O)Nc1nnc(SCC(=O)NCc2ccco2)s1,15%,-5%,-19%,1.1%,8%,
COc1cccc(C(=O)Nc2ccc(NC(=O)C3CCCCC3)nc2)c1,/,-10%,/,3.9%,/,
CC(=O)Nc1ccc(NC(=O)C2CC(=O)N(Cc3ccco3)C2)cc1 (centres undefined),/,-4%,/,0.8%,/,
COc1ccc(/C(C)=N/NC(=O)C2CC2)cc1,6%,-7%,-17%,i,3%,
O=C(COC(=O)CSc1ccc2ccccc2c1)Nc1ccccc1OC(F)F,?,14%,-6%,2.2%,-6%,
COc1ccccc1CNC(=O)CSc1ccsc1[N+](=O)[O-],41%,-1%,-5%,i,10%,
O=C(COC(=O)c1cc([N+](=O)[O-])ccc1N1CCOCC1)Nc1c(Cl)cccc1Cl,-2%,-7%,-5%,7.8%,1%,
O=C(CC(=O)N1CCOCC1)N1CCOCC1,/,-14%,/,1.7%,/,
CCCS(=O)(=O)N1CCCC(C(=O)NCCCN(Cc2ccccc2)C(C)C)C1 (centres undefined),-17%,-10%,1%,1.2%,-3%,inhibitors of VEEV 10K pilot screen=0.0
Cc1ccc2cc(CN(c3ccc(C)c(C)c3)S(C)(=O)=O)c(=O)[nH]c2c1,13%,-5%,-3%,5.5%,1%,
CCOc1ccc(CN2CCNC(=O)C2CC(=O)N(C)C2CCCCC2)cc1 (centres undefined),-1%,1%,5%,1.3%,4%,
COc1ccccc1NC(=O)NCC(c1ccco1)N1CCCCC1 (centres undefined),2%,-3%,8%,7.0%,-2%,
Cn1c[n+](C)cc1-c1ccc(/C(N)=N/O)cc1,-11%,17%,-1%,0.4%,0%,
CCCCc1cc(=O)oc2cc(C)cc(OCC(=O)NCC3CCC(C(=O)O)CC3)c12 (centres undefined),-12%,-4%,28%,0.7%,-6%,
CCN(Cc1ccccc1)C(=O)c1cc2c(=O)oc3ccc(C)cc3c2s1,-22%,3%,-3%,9.2%,1%,
CCOc1ccsc1C(=O)O,0%,8%,5%,1.9%,5%,
COc1cccc(NC(=O)CSc2nc3c(sc4ccccc43)c(=O)n2CCN(C)C)c1,0%,2%,-7%,2.8%,7%,
Cc1onc(-c2ccccc2)c1C(=O)NCc1ccc2c(c1)OCO2,0%,-3%,-5%,i,1%,
COC(=O)C1C2C=CC3(CN(Cc4ccco4)C(=O)C13)O2 (centres undefined),-9%,-5%,3%,0.2%,-4%,
Cc1cccn2c(=O)c(/C=C(\C#N)C(N)=O)c(N3CCN(c4cccc(Cl)c4)CC3)nc12,11%,>100µM*,7%,5.0%,53%,
O=C(Nc1cc2c(cc1C(=O)O)OCCCO2)c1ccc(F)cc1F,34%,6%,18%,5.7%,37%,
Cc1ccc(S(=O)(=O)N2CCOCC2)cc1C(=O)Nc1ccc2c(c1)OCCO2,-4%,-3%,/,4.6%,-7%,
COc1ccc(C(=O)NC(=S)Nc2ccccc2N2CCOCC2)cc1Br,53%,-3%,-6%,8.4%,17%,
C=CCN(c1ccc(C(=O)OC)cc1)S(=O)(=O)c1ccccc1,15%,-3%,-10%,0.5%,3%,
COc1cc(/C=C/CN2CCC(Oc3ccc(C(=O)N4CCCC4)cc3)CC2)ccc1O,/,4%,/,0.8%,/,
CC(=O)C(Cc1ccc(Cl)nc1)Cc1ccc(Cl)nc1,-14%,-1%,1%,0.1%,6%,
CC(C)CN(C(=O)Cn1c(C(F)(F)F)nc2ccccc21)C1CCS(=O)(=O)C1 (centres undefined),-19%,-4%,5%,8.2%,2%,
O=C1CC(SC2=NCCS2)C(=O)N1c1cccc(Cl)c1Cl (centres undefined),3%,1%,-22%,2.4%,1%,
COc1ccc(CCNC(=O)Cn2c(=O)n(CCCC(=O)NCc3ccco3)c(=O)c3sccc32)cc1OC,9%,-9%,-4%,1.3%,2%,
COc1ccc(OCc2cc(C(=O)N[C@H]3CCCCNC3=O)no2)c(Cl)c1,11%,-5%,-4%,3.2%,-10%,
CCC(/C=N/Nc1ccc(S(=O)(=O)N2CCCC2)cc1[N+](=O)[O-])CC,-22%,-4%,-9%,1.6%,4%,
O=C(COC(=O)C1CC2C=CC1C2)Nc1cccc(S(=O)(=O)N2CCCCCC2)c1 (centres undefined),28%,-3%,2%,10%,45%,
O=C(CSc1nnc(COc2ccc(Br)cc2)o1)NC1CCCCC1,?,6%,11%,5.8%,7%,
CCN(CC)C1CCN(C(=O)c2ccc(OC3CCN(CCc4ccccc4)CC3)cc2)C1 (centres undefined),-6%,-3%,16%,i,-14%,
CCNc1nnc(-c2ccncc2)s1,-5%,9%,-6%,1.6%,1%,
CC1CCCN(S(=O)(=O)c2coc(C(N)=O)c2)C1 (centres undefined),-4%,8%,-13%,0.9%,1%,
CN(Cc1ccon1)C(=O)CC1C(=O)NCCN1Cc1ccccc1C(F)(F)F (centres undefined),/,0%,/,i,/,
N#C/C(=C\c1ccc(OC(=O)c2ccc(Br)s2)cc1)c1nc2ccccc2[nH]1,73%,-15%,-18%,i,43%,
COCCCN(CC(=O)O)S(=O)(=O)c1cccc(Cl)c1,-4%,-4%,-3%,i,-1%,
C=C(C)CN(CC)C(=O)CN1C(=O)NC2(CCCc3ccccc32)C1=O (centres undefined),0%,9%,-14%,2.0%,-1%,
# New compounds follow
SMILES,M. tuberculosis,influenza NS1A,PhoP GFP inhibition,inhibitors of VEEV,H37Rv inhibition,others
CCCn1c(SCC(=O)N2CC(=O)Nc3ccccc32)nc2ccccc21,-3%,3%,-7%,0.2%,3%,
O=C(NC1CC1)C1CCCN(C(=O)NC2CCCCC2)C1 (centres undefined),6%,-6%,-5%,i,-4%,
NS(=O)(=O)c1cccc(N2CCNCC2)c1,-22%,5%,13%,0.6%,-9%,
[N-]=[N+]=NC[C@H](Cc1ccccc1)N1CCN(Cc2ccccc2)CCC1=O,16%,3%,9%,1.4%,-2%,
COc1c(C)cc(Br)cc1C(=O)Nc1cccc(NC(=O)c2ccco2)c1,-5%,25%,-2%,i,5%,
CCOC(=O)C1(C)NC(c2ccc(OC)cc2OC)C2C(=O)N(c3cccc(OC)c3)C(=O)C21 (centres undefined),4%,1%,-7%,i,3%,
C=CCOC(=O)C1=C(C)Nc2nnnn2C1c1cccc(OC)c1OC (centres undefined),0%,-5%,0%,6.3%,3%,inhibitors of VEEV 10K pilot screen=0.9
COc1ccccc1C(=O)OCc1cc(=O)n2ccsc2n1,15%,8%,/,2.1%,5%,
Cc1cc(C)c(S(=O)(=O)N2CCCCC2CCNC(=O)C(=O)NCC2CCCO2)c(C)c1 (centres undefined),20%,-3%,0%,1.7%,11%,
CC(=NNC(=S)N1CC2CCC(CC2)C1)c1cccc(C)n1,/,23%,/,i,/,
O=C1C2C3C=CC(C2C(=O)N1c1ccc(O)cc1)C1C2C(=O)N(c4ccc(O)cc4)C(=O)C2C31 (centres undefined),18%,-3%,12%,0.8%,-1%,
O=C(c1ccc2c(c1)OCCO2)C1CCN(S(=O)(=O)c2cccc(F)c2)CC1,11%,22%,-8%,1.5%,-7%,inhibitors of VEEV 10K pilot screen=0.6
CC(=O)C(=Nc1ccc(Cl)cc1Cl)NNc1cccc(Cl)c1,24%,16%,-28%,i,?,
CC1CCCCN1C(=O)c1ccc(OC2CCN(S(=O)(=O)N(C)C)CC2)cc1 (centres undefined),10%,-5%,9%,i,1%,
CCn1c(SCC(=O)Nc2nccs2)nnc1-c1cccnc1,-3%,-6%,-5%,3.1%,-14%,
Cc1cc(NC(=O)CSc2ccc3nnc(-c4ccccn4)n3n2)no1,/,7%,-8%,3.0%,-2%,
CC(=O)NCC1CCCN(C(=O)c2ccc(OC3CCN(Cc4ccccn4)CC3)cc2)C1 (centres undefined),-14%,-5%,-28%,2.1%,9%,
CC(=O)Nc1ccc(NC(=O)c2ccc3c(c2)C(=O)N(c2ccccc2C)C3=O)cc1,-22%,3%,-7%,i,3%,
COc1ccc(C=O)cc1CSc1ccccn1,11%,-13%,-1%,i,0%,
O=C(Nc1ccc(Cl)cc1)C1(S(=O)(=O)c2ccccc2)CC1,0%,0%,/,0.5%,2%,
O=C(O)c1cccc(S(=O)(=O)NCCc2ccccc2)c1,-4%,-5%,1%,0.3%,-2%,
CCN(CC(=O)Nc1c(F)cccc1F)C(=O)/C=C/c1cn(Cc2ccccc2)nc1-c1cccnc1,43%,20%,-5%,8.8%,-2%,
Cc1csc(=Nc2ccccc2)n1CCO,-11%,-9%,-14%,0.8%,0%,
Cc1nc(SCn2nnc3ccccc3c2=O)nc(C)c1C,7%,6%,-2%,2.6%,10%,
O=[N+]([O-])c1ccc(NN=Cc2cc(Br)ccc2O)nc1,/,6%,/,10%,/,
O=C(NCc1ccco1)Nc1ccc([N+](=O)[O-])cc1,38%,10%,8%,3.1%,-9%,

# 3 structures out of the list, sorted by heavy-atom count, rising:
SMILES,M. tuberculosis,influenza NS1A,PhoP GFP inhibition,inhibitors of VEEV,H37Rv inhibition,others
O=C(O)c1cccc(S(=O)(=O)NCCc2ccccc2)c1,-4%,-5%,1%,0.3%,-2%,
Cc1nc(SCn2nnc3ccccc3c2=O)nc(C)c1C,7%,6%,-2%,2.6%,10%,
CCN(CC(=O)Nc1c(F)cccc1F)C(=O)/C=C/c1cn(Cc2ccccc2)nc1-c1cccnc1,43%,20%,-5%,8.8%,-2%,

# By substructure, those above containing a nitro group on carbon
SMILES,M. tuberculosis,influenza NS1A,PhoP GFP inhibition,inhibitors of VEEV,H37Rv inhibition,others
Cc1ccc(Sc2ccc(CN3CCCCC3)cc2[N+](=O)[O-])cc1,75%,14%,5%,i,27%,
COc1ccccc1CNC(=O)CSc1ccsc1[N+](=O)[O-],41%,-1%,-5%,i,10%,
O=C(COC(=O)c1cc([N+](=O)[O-])ccc1N1CCOCC1)Nc1c(Cl)cccc1Cl,-2%,-7%,-5%,7.8%,1%,
CCC(/C=N/Nc1ccc(S(=O)(=O)N2CCCC2)cc1[N+](=O)[O-])CC,-22%,-4%,-9%,1.6%,4%,
O=[N+]([O-])c1ccc(NN=Cc2cc(Br)ccc2O)nc1,/,6%,/,10%,/,
O=C(NCc1ccco1)Nc1ccc([N+](=O)[O-])cc1,38%,10%,8%,3.1%,-9%,
